# Assay outcomes as filed in PubChem BioAssay.
# Eya2 phos inh – qHTS Assay for Inhibitors of the Phosphatase Activity of Eya2 | recombinant Eya2, OMFP fluorescence dephosphorylation (OMFP is methylfluorescein phosphate) | Potency, µM (highest dose often 76.9 µM), for the others: at the highest dose activity, negative = inhibition, hits mostly inhibitors | AID 488837, 2010 | Protein phosphatase EYA2 (Homo sapiens), O00167 | 330,000 tested, 0.006% active; further: potency means the concentration at half of the fitted maximal effect; on the % scale 0 is the no-effect control and ±100 the full control effect
# Target sequence (O00167 whole entry, looked up): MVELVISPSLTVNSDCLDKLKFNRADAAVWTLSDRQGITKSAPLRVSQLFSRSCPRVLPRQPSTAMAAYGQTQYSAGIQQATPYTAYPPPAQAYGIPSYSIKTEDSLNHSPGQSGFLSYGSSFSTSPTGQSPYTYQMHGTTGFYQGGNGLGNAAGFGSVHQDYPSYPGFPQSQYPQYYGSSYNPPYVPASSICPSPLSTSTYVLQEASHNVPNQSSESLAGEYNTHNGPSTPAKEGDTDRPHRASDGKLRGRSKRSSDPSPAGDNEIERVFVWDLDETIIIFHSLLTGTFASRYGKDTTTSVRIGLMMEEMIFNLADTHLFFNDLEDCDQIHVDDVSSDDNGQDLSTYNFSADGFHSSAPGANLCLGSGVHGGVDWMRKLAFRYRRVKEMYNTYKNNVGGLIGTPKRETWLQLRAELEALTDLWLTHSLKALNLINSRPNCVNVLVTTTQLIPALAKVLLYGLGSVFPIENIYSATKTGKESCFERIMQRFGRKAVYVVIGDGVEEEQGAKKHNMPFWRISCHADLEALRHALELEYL
#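 Eya2 (0.2 uM) preincubated 10 min at ambient with compound, then OMFP substrate added at 50 uM; 10 min reaction in 50 mM HEPES pH 7.5, 50 mM NaCl, 5 uM MgCl2, 0.05% BSA, 1 mM DTT. Fluorescence read at Ex 485/Em 525 nm.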
# TSG101-PTAP inh – qHTS Assay for Iinhibitors of HIV-1 Budding by Blocking the Interaction of PTAP/TSG101 | Potency, µM (doses to about 115 µM), without a hit: top-dose activity change, negative = inhibition, usual class: inhibitors | Tumor susceptibility gene 101 protein (Homo sapiens), Q99816 | Fluorescence polarization, FITC-PTAP peptide / Tsg101 binding | AID 493005, 2010 | 340,000 tested, under 10 active; active means well fitted inhibition curve with a large enough effect in the main read-out, with a control signal flat, not every such curve was filed as active; inconclusive means small, poorly fitted or top-dose-only effect, or effect the other way, or a change in a side signal; inactive means no such curve, though single readings can be large or run the other way; further: potency means the concentration at half of the fitted maximal effect; % of control where 0% means no effect
# Target sequence (Q99816 whole entry, looked up): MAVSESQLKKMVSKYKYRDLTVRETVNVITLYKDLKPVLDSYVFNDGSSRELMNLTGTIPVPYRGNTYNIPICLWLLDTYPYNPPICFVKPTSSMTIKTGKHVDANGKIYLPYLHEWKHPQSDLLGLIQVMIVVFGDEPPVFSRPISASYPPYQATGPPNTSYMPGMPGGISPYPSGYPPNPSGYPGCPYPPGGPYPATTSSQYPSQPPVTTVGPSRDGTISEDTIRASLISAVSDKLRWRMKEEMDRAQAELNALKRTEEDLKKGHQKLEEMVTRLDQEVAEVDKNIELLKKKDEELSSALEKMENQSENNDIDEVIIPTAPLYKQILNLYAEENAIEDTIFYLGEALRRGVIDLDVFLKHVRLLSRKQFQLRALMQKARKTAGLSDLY
#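 Tsg101 binding domain (10 uM final) was mixed with compound and a FITC-labeled PTAP peptide (50 nM final) in HEPES pH 7.5 buffer with NaCl, Tween 20, EDTA and TCEP; fluorescence polarization was read after 20 min at r.t.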
# Mito fusion yeast – qHTS Assay for Small Molecule Inhibitors of Mitochondrial Division or Activators of Mitochondrial Fusion | S. cerevisiae fusion-defective mutant growth rescue, CellTiterGlo 48 h | Potency, µM (titrated, usually from 46.1 µM), for inactives: at the top dose growth rescue (activation), usual class: activators | 320,000 tested, 0.23% active | AID 485298, 2010;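 further: potency means the concentration at half of the fitted maximal effect; % of control where 0% means no effect; nearly all actives have a fitted effect of over 45% in size; temperature-sensitive fusion mutants such as fzo1-1 at 37 °C on non-fermentable ethanol glycerol medium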
#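 Temperature-sensitive fusion-defective S. cerevisiae (e.g. fzo1-1, mgm1-5) were grown with compound in YPEG medium (3% ethanol, 3% glycerol) for 48 hours at 37C. Growth rescue was measured as viability by CellTiterGlo luminescence after 10 minutes at ambient.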
# TCR activator – Activators of T cell receptors: qHTS campaign | primary human leukocytes, anti-CD3, IL-2 HTRF, 48 h | 330,000 tested, under 10 active | Potency, µM (series often up to 9.22 µM), inactives show at the highest dose activation of IL-2 secretion, most hits filed as activators; further: % of control where 0% means no effect
#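 IL-2 produced over 48 hr by a-CD3 bead-stimulated primary human leukocytes exposed to compounds was detected with a homogeneous time-resolved FRET immunoassay, 665nm acceptor signal after 320nm excitation.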
# a7 integrin act – qHTS for Activators of Integrin-Mediated Alleviation for Muscular Dystrophy. Potency, µM (doses to about 38.3 µM), for the others: at the highest dose activation, most hits filed as activators. alpha7betagal myoblasts, beta-gal FDG fluorescence, 48 h. 350,000 tested, 0.064% active;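 further: potency means the concentration at half of the fitted maximal effect; 100% = response of the positive control SU9516; nearly all actives have a fitted effect of over 60% in size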
#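 Alpha7betagal+/- myoblasts (passage 13) were plated 16-24 hr, then exposed to compounds (1:260 dilution of DMSO stock) for 48 hours at 37C. After MPER lysis, β-galactosidase reporter activity was read as FDG fluorescence (ex 480/em 540) after 30 minutes.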
# Chronic BCR inh – qHTS Assay to Find Inhibitors of Chronic Active B-Cell Receptor Signaling. ABC-DLBCL IkBa-CBG/CBR reporter, luminescence ratio, 4 h. Potency, µM (top dose mostly 46.1 µM), inactives show top-dose ratio change, negative = lower green/red ratio, most hits filed as inhibitors. 340,000 tested, 0.05% active; active means well fitted inhibition curve with a large enough effect in the signal ratio, with a control signal flat, not every such curve was filed as active; inconclusive means small, poorly fitted or top-dose-only effect, or effect the other way, or a change in a side signal; the % refers to the signal ratio;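 further: potency means the concentration at half of the fitted maximal effect; plate controls were basal doxycycline-induced cells for no effect and cells given 10 µM MG132 for full effect; MG132 reads +100%, hits lower the ratio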
#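 Doxycycline induced both beetle luciferases in TMD8 lymphoma cells; IKK-driven degradation limits the IkappaBalpha-fused green signal, while red luminescence normalises for cell number and nonspecific effects. Compounds tested up to 46 uM, 4 hrs.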
# Tb PFK inh – qHTS Assay to Find Inhibitors of T. brucei phosphofructokinase; ATP-dependent 6-phosphofructokinase (Trypanosoma brucei brucei), O15648; T. brucei PFK, ADP-Glo luminescence; Potency, µM (titrated, usually from 57.5 µM), for inactives: at the highest dose activity, negative = inhibition, most hits filed as inhibitors; 330,000 tested, 0.17% active; AID 485367, 2010;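 further: potency means the concentration at half of the fitted maximal effect; 0% = uninhibited 1x PFK enzyme wells and -100% = no-enzyme wells; nearly all actives have a fitted effect of over 60% in size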
#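 PFK 1.25 nM, F6P 0.5 mM, ATP 0.1 mM, 0.1 M TEA pH 8.0, 5 mM MgCl2, 0.01% Tween20, 0.1% BSA; 45 min RT. ADP-Glo readout. qHTS titration up to 57 uM; curves fitted, compounds curve-classed.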
# A-T KAP1 phos – qHTS Assay for Identifying a Potential Treatment of Ataxia-Telangiectasia | […] A-T fibroblasts, KAP-1 phosphorylation AlphaLISA; neocarzinostatin DNA damage 30 min before lysis | Potency, µM (doses to about 57.5 µM), inactives show at the top dose activation, actives largely listed as activators | 320,000 tested, 0.19% active; further: potency means the concentration at half of the fitted maximal effect; % of control where 0% means no effect; nearly all actives have a fitted effect of over 45% in size
#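 ATM-like activity read as KAP-1 phosphorylation via AlphaLISA donor/acceptor antibody pairs after lysis and 6 hr at 25C. Cells were ATM-null patient fibroblasts ([…], hTERT), dosed 60 min, then exposed to the DSB inducer NCS for 30 min.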
# TSHR antagonist – Antagonists of the Thyroid Stimulating Hormone Receptor: HTS campaign | Thyrotropin receptor (Homo sapiens), P16473 | AID 504810, 2011 | TSHR-expressing cells, TSH-stimulated cAMP HTRF, 2 h; stronger effect = lower value | activity change, negative = inhibition, % at 11.5 µM | 330,000 tested, 0.2% active;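 active means activity change below a set negative limit, meaning inhibition stronger than a set level, cut at about -70% in these data; inconclusive means activity change between two set negative limits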; further: on the % scale 0 is the no-effect control and ±100 the full control effect
#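 Antagonism was scored as loss of TSH-driven cAMP in TSHR cells, stimulated with 4nM TSH (EC80) for 2 hours at 37 deg C and detected by homogeneous HTRF competition immunoassay.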
# ELG1 repair inh – qHTS screen for small molecules that inhibit ELG1-dependent DNA repair in human embryonic kidney (HEK293T) cells expressing luciferase-tagged ELG1; HEK293T ELG1-luciferase reporter, luminescence, 16 h; DNA damage induced by 5-fluorouridine; Potency, µM (series often up to 46.1 µM), inactives show top-dose activity change, negative = inhibition, most hits filed as inhibitors; 330,000 tested, 2.3% active; AID 504467, 2011; further: potency means the concentration at half of the fitted maximal effect; on the % scale 0 is the no-effect control and ±100 the full control effect; nearly all actives have a fitted effect of over 55% in size
#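 Step one: seed 2,000 cells per well. Step two: pin-transfer compound or DMSO alongside 5-fluorouridine. Step three: incubate 16 hr, 37 °C, 5% CO2. Step four: add ONE-Glo, wait 30 min, read luminescence.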
# ASM inhibitor – Inhibitors of Secretory Acid Sphingomyelinase (S-ASM): qHTS | 340,000 tested, 0.006% active | Potency, µM (doses to about 57.5 µM), for the others: at the top dose activity change, negative = inhibition, most hits filed as inhibitors | placental ASM, HMU-PC fluorogenic substrate, 60 min; further: potency means the concentration at half of the fitted maximal effect
#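 qHTS format. ASM enzyme prepared from human placenta hydrolyses the fluorogenic substrate HMU-PC0 (9 uM final) over 60 min at 37 °C after a 10 min compound preincubation.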
# An asterisk follows results filed as active; ? = inconclusive; nt = no result given; [ ] = remark or other dose. Unless noted, the call rests on the fitted dose curve; in most records, active means well fitted curve in the direction sought with a large enough effect; inconclusive means small, poorly fitted or top-dose-only effect, or another doubt; inactive means no such curve, though single readings can be large; an effect the other way counts as inactive or inconclusive.
# Second line of a record: Eya2 phos inh | TSG101-PTAP inh | Mito fusion yeast | TCR activator | a7 integrin act | Chronic BCR inh | Tb PFK inh | A-T KAP1 phos | TSHR antagonist | ELG1 repair inh | ASM inhibitor
1	O=C(N/N=C/c1ccc(Cl)cc1Cl)c1cccc(N2CCCC2=O)c1
    8% | -4% | 3% | -3% | 10% | -7% | -7% | 11% | -2 | 15% | -6%
2	COc1ccc(-c2nnc(Nc3nc4c(OC)cccc4s3)o2)cc1
    33%[15.4 µM] | -14% | -1% | -5% | -45% | ? | 3% | 2% | 1 | -12% | nt
3	Cc1cc2[nH]c(=O)c(=O)[nH]c2cc1S(=O)(=O)N1CCC(C)CC1
    3% | 0% | 1% | 0% | -10% | 3% | 1% | -12% | 6 | 5% | 0%
4	O=C(/C=C(O)/C=C/c1ccc(O)cc1)/C=C/c1ccc(O)cc1
    16% | ? | 0% | -1% | -3% | ? | 0% | 16% | -12 | -8% | -16%
5	Nc1cc(N2CCCC2)c(Cl)cc1[N+](=O)[O-]
    -3% | -3% | -1% | nt | 21% | -9% | -5% | -4% | -9 | 5% | ?
6	Cc1cc(C)n(-c2nc(-c3ccc(Cl)cc3)cs2)n1
    4% | -5% | -2% | -6% | ? | ? | 5% | 23% | 21 | ? | 2%
7	Cn1nc(C(=O)NCc2ccccc2CN2CCCC2)c2ccccc2c1=O
    -12% | 0% | -2% | -2% | -20% | 1% | 0% | -2% | 27 | 4% | -2%
8	CCn1cc(SCC(=O)N2CCc3ccccc32)c2ccccc21
    5% | 1% | 3% | 4% | 3% | 0% | 2% | 8% | -8 | 22% | 0%
9	COC(=O)c1ccc2c(=O)n(CCCCCC(=O)N3CCN(c4ccc(F)cc4)CC3)c(=O)[nH]c2c1
    -1% | -3% | 1% | nt | 2% | 1% | -2% | nt | -1 | 2.9µM* | 4%
10	CN(C)S(=O)(=O)N(CC(=O)Nc1ccccc1C(F)(F)F)c1ccccc1
    12% | nt | 4% | nt | nt | 1% | ? | 9% | 27 | -14% | nt
11	O=[N+]([O-])c1ccc(-c2nnc(S)n2-c2ccccc2)cc1
    -4% | nt | -3% | nt | nt | 0% | 0% | 4% | 9 | ? | nt
12	C/C(=N\OC(=O)c1c(-c2c(F)cccc2Cl)noc1C)c1nccs1
    9% | -2% | 3% | -5% | -17% | ? | 1% | 7% | -2 | -6% | -3%
13	CC(C)[C@H](NC(=O)[C@H](CCCN=C(N)N)NC(=O)NC(Cc1ccccc1)C(=O)O)C(=O)NC(C=O)CCCN=C(N)N (stereo not given in full)
    1% | -3% | -5% | 6% | nt | -6% | -8% | -1% | -45 | 0% | 5%
14	Cc1cccc(NC(=O)C2CCN(S(=O)(=O)c3ccc(Cl)cc3)CC2)n1
    -33% | -1% | 8% | 10% | -4% | 4% | -9% | 8% | -7 | -13% | 2%
15	COc1ccccc1OCC(=O)Nc1ncc(C)s1
    21% | -2% | 5% | 0% | -9% | ? | -20% | 2% | 3 | ? | 3%
16	CCOC(=O)N1CCN(S(=O)(=O)N2CCCC(C(=O)NCCCN3CCCCC3)C2)CC1 (stereo not given)
    5% | -1% | -5% | -5% | 12% | -6% | 1% | 0% | -6 | -10% | 5%
17	CCOC(=O)N1CCN(C(=O)c2cc3ccccc3o2)CC1
    -2% | 0% | 4% | nt | 0% | -3% | 2% | 2% | -3 | 10% | -5%
18	Cc1ccc(C)c2c1cc(C)c1nnc(SCC(=O)Nc3nc4c(s3)CCCC4)n12
    2% | -3% | 20% | -3%[46.1 µM] | -11% | -2% | 0% | -1% | -4 | ? | -5%
19	NS(=O)(=O)c1ccc(CCNC(=O)c2ccc(NS(=O)(=O)c3ccc4[nH]c(=O)[nH]c4c3)cc2)cc1
    6% | -1% | 1% | 4% | 8% | -1% | 17% | 4% | 1 | 18% | -5%
20	CCOC(=O)c1nnn(CC(=O)Nc2cc(F)ccc2F)c1C(=O)OCC
    4% | -2% | 0% | -6% | 2% | -2% | -1% | -4% | 12 | 4% | -1%
21	C=CCn1c(=N)n(CC(=O)c2ccc(Br)s2)c2ccccc21
    -20% | -6% | -9% | 3%[46.1 µM] | -64%[inhibitor] | -2% | -5% | 4% | 5 | -16% | -2%
22	NC(=O)CSc1nc(O)cc(=O)n1-c1ccccc1
    -29% | -3% | -7% | 1% | 1% | 1% | 0% | 0% | 3 | 8% | 3%
23	CC(=O)Nc1ccc(N(C(=O)CNC(=O)c2ccco2)C(C(=O)NCC2CCCO2)c2ccccc2)cc1 (stereo not given)
    8% | -1% | -6% | nt | 11% | 1% | 0% | -1% | 9 | 3% | 1%
24	Cc1ccc(C)c(NC(=O)COC(=O)c2cccc(S(=O)(=O)N3CCCCC3)c2)c1
    12% | -2% | 1% | -1% | -3% | 2% | -4% | 0% | 4 | 19% | -1%
25	O=C(CN1C(=O)S/C(=C\c2ccccc2)C1=O)NNC(=O)c1ccccc1O
    -12% | -1% | 2% | -7%[46.1 µM] | 24% | -17% | ? | 2% | -11 | -1% | 1%
26	COC(=O)c1ccccc1S(=O)(=O)C(C)(C)C
    3% | -5% | -3% | 3%[46.1 µM] | -4% | 2% | 0% | nt | -1 | -2% | 0%
27	O=C(c1cc(-c2ccncc2)nc2ccc(Br)cc12)N1CCN(c2ccccn2)CC1
    nt | 0% | 6% | 2% | -30% | nt | nt | nt | nt | nt | -1%
28	COCCNC(=O)c1onc(CSc2ccccc2C)c1C(=O)O
    12% | -4% | 2% | -16% | -18% | -3% | 4% | 6% | -2 | 0% | 3%
29	Cc1nn(C)cc1C1C(C#N)=C(N)N(c2ccc(F)c([N+](=O)[O-])c2)C2=C1C(=O)CCC2 (stereo not given)
    -4% | 0% | -12% | 1%[46.1 µM] | -47%[inhibitor] | ? | -3% | 1% | 8 | ? | -2%
30	C=CCN1C(=O)N(c2ccc(F)cc2)C(=O)C1CC(=O)Nc1ccc(Cl)cc1 (stereo not given)
    -6% | -1% | 1% | 0% | 15% | ? | 2% | -15% | 8 | 1% | -3%
31	COC(=O)Nc1c(C(=O)OC)cc(OC)c(OC)c1OC
    1% | -3% | 2% | -7% | 3% | -2% | 2% | 1% | -3 | 3% | 5%
32	CC1CCN(c2c(NCC3CCC(C(=O)NCc4ccccc4)CC3)c(=O)c2=O)CC1 (stereo not given)
    -3% | -6% | -3% | 3% | -10% | -7% | 1% | 0% | 0 | -21% | 4%

# Given screen by screen: 3 of the compounds above
4: O=C(/C=C(O)/C=C/c1ccc(O)cc1)/C=C/c1ccc(O)cc1
3: Cc1cc2[nH]c(=O)c(=O)[nH]c2cc1S(=O)(=O)N1CCC(C)CC1
10: CN(C)S(=O)(=O)N(CC(=O)Nc1ccccc1C(F)(F)F)c1ccccc1
compound no. | 4 | 3 | 10
Eya2 phos inh | 16% | 3% | 12%
TSG101-PTAP inh | ? | 0% | nt
Mito fusion yeast | 0% | 1% | 4%
TCR activator | -1% | 0% | nt
a7 integrin act | -3% | -10% | nt
Chronic BCR inh | ? | 3% | 1%
Tb PFK inh | 0% | 1% | ?
A-T KAP1 phos | 16% | -12% | 9%
TSHR antagonist | -12 | 6 | 27
ELG1 repair inh | -8% | 5% | -14%
ASM inhibitor | -16% | 0% | nt

# Random draw from the library; 3.2% or so of the library scored in one or more.
